Screening results: PubChem BioAssay, several laboratories
Rab2 wt GTP: modulators of GTP binding to Rab2A wildtype, primary screen, biochemical, dog, bead-based flow cytometry, multiplex; GTP binding activity, % at 10 µM; AID 760, 2007; 0.19% of 190,000 active; GST-Rab2 wt beads, Bodipy-GTP binding; Ras-related protein Rab-2A (Canis lupus familiaris), P61105;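 active = GTP binding activity at least 20 points away from 100%, either lowered or raised; inconclusive = signal likely due to the compound's own green fluorescence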;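 note: 0% = beads with excess unlabeled GTP and 100% = no-compound control corrected for plate trend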
Rac1 act GTP bind: GTP binding modulators of activated mutant Rac1, primary screen, biochemical, bead-based flow cytometry, multiplex, fluorescent GTP. Ras-related C3 botulinum toxin substrate 1 (Homo sapiens), P63000. 0.11% of 190,000 active. percent activity (GTP binding), % at 10 µM. GST-Rac1 activated beads; actives lie on both sides; 100% means binding = to untreated wells;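 active = GTP binding at least 20 percentage points away from the 100% baseline, in either direction, so actives lie on both sides; inconclusive = Compound likely fluorescent itself, or too few beads counted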
Mcl1-Bid inh: Mcl-1/Bid binding inhibitors, primary screen, biochemical, TR-FRET, 1536-well; Induced myeloid leukemia cell differentiation protein Mcl-1 (Homo sapiens), Q07820; TR-FRET Mcl-1/Bid-Dy647 peptide binding; inhibition, % at 21.7 µM; 0.97% of 220,000 active;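 active = compounds that cut the binding signal by more than half at the single screening dose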;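 note: His-tagged Mcl-1 with europium anti-His antibody binding Bid BH3 peptide; 0% = Mcl-1 plus peptide wells and 100% = peptide-only wells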
Target sequence (Q07820 whole entry, looked up): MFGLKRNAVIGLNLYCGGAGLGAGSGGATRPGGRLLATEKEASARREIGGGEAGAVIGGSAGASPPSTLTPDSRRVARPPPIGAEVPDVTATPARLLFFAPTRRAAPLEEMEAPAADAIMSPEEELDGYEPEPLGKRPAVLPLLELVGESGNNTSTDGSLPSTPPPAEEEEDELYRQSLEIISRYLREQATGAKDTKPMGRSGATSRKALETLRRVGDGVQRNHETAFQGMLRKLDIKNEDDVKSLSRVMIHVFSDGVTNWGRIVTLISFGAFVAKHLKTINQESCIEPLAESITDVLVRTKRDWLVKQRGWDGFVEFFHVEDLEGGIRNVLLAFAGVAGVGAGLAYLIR
Rac1 wt modul: wildtype Rac1 GTP binding modulators, primary screen, biochemical, GST-Rac1 beads, flow cytometry, multiplex | 0.27% of 190,000 active | Ras-related C3 botulinum toxin substrate 1 (Homo sapiens), P63000 | GTP binding activity (% of control), % at 10 µM | fluorescent GTP binding; actives lie on both sides; 0 = cold GTP competed, 100 = untreated;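 active = GTP binding activity at least 20 points away from the 100% control level, either lower or higher; inconclusive = compound flagged as likely green fluorescent, judged across all proteins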
Rab7 wt GTP bind: modulators of GTP binding to Rab7, primary screen, biochemical, wildtype, multiplex bead flow cytometry. GST-Rab7 beads, fluorescent GTP binding; actives lie on both sides; untreated = 100%, excess cold GTP = 0%. GTP binding activity (percent of control), % at 10 µM. 0.055% of 190,000 active;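 active = fluorescent GTP binding to Rab7 beads changed by at least 20 points from the 100% baseline, either direction, mostly lower; inconclusive = compound itself probably fluorescent, or too few beads counted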;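 note: median green fluorescence of bound Bodipy-FL-GTP per Rab7 bead population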
Avidin fluor: green autofluorescence of compounds with avidin beads – biophysical, 488/530 nm, flow cytometry, artefact control, profiling panel. fluorescence (KMESF) at 10 µM. 0.38% of 220,000 active. compound fluorescence 488/530 nm; active compounds read high; in the data active = fluorescence above about 47; note: inactives centre near 10
HRas wt GTP: modulators of GTP binding to HRas wildtype, primary screen, biochemical, bead-based flow cytometry, multiplex | GTPase HRas (Homo sapiens), P01112 | GST-Ras wt beads, Bodipy-FL-GTP binding; actives lie on both sides | GTP binding activity, % at 10 µM | 0.14% of 190,000 active;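 active = GTP binding activity at least 20% away from the 100% baseline, either lowered as inhibitor or raised as activator; inconclusive = flagged as likely green fluorescent, judged across all proteins in the well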;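 note: 0% = unlabeled GTP competition control and 100% = no-compound control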
Target sequence (P01112 whole entry, looked up): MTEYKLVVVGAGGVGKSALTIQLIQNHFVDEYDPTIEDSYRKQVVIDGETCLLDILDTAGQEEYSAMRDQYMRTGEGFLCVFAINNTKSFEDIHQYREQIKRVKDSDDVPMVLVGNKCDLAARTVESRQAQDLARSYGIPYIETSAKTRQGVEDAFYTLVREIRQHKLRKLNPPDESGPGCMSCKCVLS
Mcl1-Noxa inh: Mcl-1/Noxa binding inhibitors, primary screen, biochemical, TR-FRET, 1536-well | Induced myeloid leukemia cell differentiation protein Mcl-1 (Homo sapiens), Q07820 | TR-FRET Mcl-1/Noxa peptide binding, 2 h | inhibition, % at 21.7 µM | 1.5% of 220,000 active | AID 1022, 2008;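 active = compounds that cut the protein-peptide binding signal by more than 50% relative to plate controls in a single-dose test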;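 note: His-tagged Mcl-1 with rhodamine Noxa BH3 peptide and terbium anti-His antibody; 0% = Mcl-1 plus Noxa peptide wells and 100% = peptide-only wells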
Cdc42 wt: modulators of GTP binding to wildtype Cdc42, primary screen, biochemical, multiplex bead flow cytometry, Bodipy-GTP; percent activity (GTP binding), % at 10 µM; 0.2% of 190,000 active; Cell division control protein 42 homolog (Homo sapiens), P60953; GST-Cdc42 beads; actives lie on both sides;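 active = percent activity GTP binding at least 20 points away from the 100% baseline, either down as inhibitor or up as activator; inconclusive = compound flagged as likely green fluorescent from well-wide comparison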;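 note: median bead fluorescence of bound Bodipy-FL-GTP at 100 nM; 0% = excess unlabeled GTP control and 100% = no compound control; below 100% means less GTP binding so inhibitor and above means activator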
Target sequence (P60953 whole entry, looked up): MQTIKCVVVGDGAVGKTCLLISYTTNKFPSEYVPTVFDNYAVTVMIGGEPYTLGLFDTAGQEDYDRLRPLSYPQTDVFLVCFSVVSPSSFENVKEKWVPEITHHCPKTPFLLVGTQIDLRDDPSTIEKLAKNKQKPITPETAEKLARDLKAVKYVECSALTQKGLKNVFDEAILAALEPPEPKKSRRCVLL
Bim-Mcl-1: inhibitors of Bim peptide binding to Mcl-1, primary screen, biochemical, bead-based flow cytometry, multiplex; inhibition, % at 10 µM; Bim peptide-Mcl-1 binding; Induced myeloid leukemia cell differentiation protein Mcl-1 (Homo sapiens), Q07820; 0.1% of 190,000 active; AID 1009, 2008; in the data active = inhibition above about 40%;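 note: 0% = no compound tracer wells and 100% = peptide blocker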
Pf gametocyte: late stage P. falciparum gametocyte viability inhibitors, primary screen, ATP luminescence, HTS. AID 743093, 2013. inhibition, % at 10.9 µM. 0.065% of 150,000 active. P. falciparum stage V gametocytes, 24 h;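 active = inhibition above the mean plus 3 SD of compounds within the control limits, set per campaign, cut at about 38% in these data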;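 note: 0% = DMSO wells and 100% = medium only without gametocytes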
* hit, by the source's call; ? = inconclusive; · = no result given.

1) Cc1ccc2[nH]c3c(c2c1)CN(C(=O)CN1CCN(c2cccc(C)c2C)CC1)CC3
2) Cc1nc2ccccc2n1C1CCN(CC(=O)NCc2ccc(F)cc2)CC1
3) CC1(C)C(=O)OC(/C=C\c2ccccc2)C(C)(C)C1=O (configuration not stated)
4) CNc1nc(-c2ccc3c(c2)CCN3C(=O)CC(C)(C)C)c(C)s1
5) CCOC(=O)N1CCC(NC(=O)c2cnn3cccnc23)CC1
6) CSc1ccccc1C(=O)NCCCOC(C)C
7) Cn1cc(CN2CCCC(C(=O)c3cccs3)C2)c(-c2cccc(Cl)c2)n1 (configuration not stated)
8) COc1ccc(N(CC(=O)Nc2ccc3c(c2)OCO3)S(=O)(=O)c2c(C)nn(C)c2C)cc1
9) O=c1[nH]c2cc3c(cc2cc1C(c1nnnn1Cc1ccccc1)N1CCCc2ccccc21)OCO3 (configuration not stated)
10) NC(=O)COC(=O)CCSc1ccc(Cl)cc1

entry no.,1,2,3,4,5,6,7,8,9,10
Rab2 wt GTP,99,99,98,101,102,102,96,104,97,95
Rac1 act GTP bind,95,102,98,97,97,98,96,103,100,95
Mcl1-Bid inh,-8,-23,-24,-60,-27,-13,-38,-19,-30,-16
Rac1 wt modul,98,99,96,98,104,103,99,110,102,98
Rab7 wt GTP bind,101,98,94,104,100,104,103,106,99,93
Avidin fluor,8,7,9,7,17,14,11,7,29,12
HRas wt GTP,99,99,98,102,99,103,100,103,98,96
Mcl1-Noxa inh,7,-1,14,14,-6,1,-1,15,3,11
Cdc42 wt,98,99,98,96,101,103,94,109,103,99
Bim-Mcl-1,0,10,-2,0,-4,1,-1,-2,-2,-4
Pf gametocyte,15,3,14,-1,14,·,2,·,9,-3

11) O=C(O)CCNC(=O)C12CC3CC(CC(C3)C1)C2
12) O=C(CCc1ccccc1)Nc1ccc2ccccc2n1
13) C=CCNC(=O)NC(=O)CSc1nc2cc([N+](=O)[O-])ccc2n1-c1cccc(C(F)(F)F)c1
14) CCCOC(=O)C1C2C=CC3(CN(c4ccc(Cl)c(F)c4)C(=O)C13)O2 (configuration not stated)
15) COc1ccc(-n2c(-c3ccccc3)cc3c2CCCC3=O)cc1
16) CCN1CCCC1Cn1cnc2c([nH]c3ccc(C)cc32)c1=O (configuration not stated)
17) Nn1c(SC/C=C/c2ccccc2)nnc1-c1ccco1
18) O=C(NCc1ccco1)C(=O)c1cn(CC(=O)N2CCCCC2)c2ccccc12
19) COCC(C)NS(=O)(=O)c1ccc(OC)cc1 (configuration not stated)
20) Cn1c(=O)c2ncn(CC(=O)NCCOc3ccc(C(C)(C)C)cc3)c2n(C)c1=O

entry no.,11,12,13,14,15,16,17,18,19,20
Rab2 wt GTP,97,94,102,100,97,95,93,97,98,?
Rac1 act GTP bind,98,95,100,96,96,95,93,95,100,?
Mcl1-Bid inh,8,-3,-12,-15,-4,1,-2,-12,2,-20
Rac1 wt modul,100,95,103,104,98,96,97,100,100,?
Rab7 wt GTP bind,96,107,103,99,100,99,95,106,100,?
Avidin fluor,11,9,10,6,28,35,25,13,14,11
HRas wt GTP,95,95,103,98,97,96,95,98,97,?
Mcl1-Noxa inh,3,11,20,10,17,5,-18,-8,-3,11
Cdc42 wt,98,90,100,98,98,96,92,96,94,?
Bim-Mcl-1,0,0,0,-1,-1,0,0,0,-1,-1
Pf gametocyte,12,-43,7,·,·,·,-20,12,21,2

21) Cc1c(-c2nc(N)nc(Nc3ccccc3F)n2)oc2ccccc12
22) CCN(CC)S(=O)(=O)c1cccc(-c2nnc(SCC(N)=O)n2C)c1
23) Cc1oc(-c2ccccc2)cc1C(=O)Nc1cccc(/C=C/C(=O)O)c1
24) Cc1onc(-c2ccccc2)c1C(=O)Nc1nnc(-c2ccncc2)s1
25) O=C(Nc1cccnc1)c1ccc(F)cc1
26) Cc1cc(C(=O)OCC(=O)NC(C)c2ccccc2)c(C)o1 (configuration not stated)
27) O=C(N/N=C/c1ccccc1OC(=O)c1ccc2c(c1)OCO2)c1ccccc1
28) COc1ccc(C(=O)NNC(=S)Nc2ccccc2)cc1
29) O=C(NC1(C(F)(F)F)C(=O)Nc2c1c(=O)[nH]c(=O)n2Cc1ccco1)C1CCCCC1 (configuration not stated)
30) Cc1cc([N+](=O)[O-])ccc1NCc1ccco1

entry no.,21,22,23,24,25,26,27,28,29,30
Rab2 wt GTP,99,106,97,100,100,95,92,94,101,96
Rac1 act GTP bind,101,95,93,99,100,97,96,96,104,95
Mcl1-Bid inh,-10,-10,-3,-9,-2,-46,-22,-36,-11,-35
Rac1 wt modul,101,102,99,101,102,102,94,97,108,99
Rab7 wt GTP bind,97,111,104,104,101,100,98,99,101,98
Avidin fluor,7,4,8,12,22,10,13,10,6,10
HRas wt GTP,101,101,95,101,101,100,95,95,103,97
Mcl1-Noxa inh,37,-10,4,5,-5,9,3,3,24,-6
Cdc42 wt,100,95,97,98,100,98,96,95,106,95
Bim-Mcl-1,-5,1,4,-2,-3,-3,-1,-3,-2,-1
Pf gametocyte,13,-7,36,17,·,9,-4,0,-1,-10

The closing four records of the section above lead into the next:
27) O=C(N/N=C/c1ccccc1OC(=O)c1ccc2c(c1)OCO2)c1ccccc1
28) COc1ccc(C(=O)NNC(=S)Nc2ccccc2)cc1
29) O=C(NC1(C(F)(F)F)C(=O)Nc2c1c(=O)[nH]c(=O)n2Cc1ccco1)C1CCCCC1 (configuration not stated)
30) Cc1cc([N+](=O)[O-])ccc1NCc1ccco1
31) CCc1nc2oc3ccccc3c(=O)c2c(=O)n1Cc1ccc(OC)cc1
32) O=C(CNC(=S)N(Cc1ccccc1F)C1CCCCC1)NCCN1CCOCC1
33) Cc1cc(-c2ccccc2)[nH]c(=O)c1S(=O)(=O)c1ccccc1
34) CCC(CC)C(=O)NCCc1cc2c(C)ccc(C)c2[nH]c1=O
35) Cc1cc(=O)c2ccc3ccccc3c2[nH]1
36) Cc1cccc(C)c1NC(=O)N1CCN(C2CCCCC2)CC1
37) Oc1ccc(N=Nc2n[nH]c(-c3ccccc3)n2)cc1
38) Cc1ccccc1Oc1ncnc2sccc12
39) CCc1ccc(-c2nnn(Cc3nc4ccccc4s3)n2)cc1
40) COc1cccc(-c2nc(CS(=O)CC(=O)NC3CCCC3)c(C)o2)c1 (configuration not stated)

entry no.,27,28,29,30,31,32,33,34,35,36,37,38,39,40
Rab2 wt GTP,92,94,101,96,92,97,99,96,95,101,98,94,95,98
Rac1 act GTP bind,96,96,104,95,94,96,98,95,96,100,98,94,91,99
Mcl1-Bid inh,-22,-36,-11,-35,0,-20,-34,6,15,-12,-20,-1,-16,-3
Rac1 wt modul,94,97,108,99,96,91,101,97,92,108,99,90,97,101
Rab7 wt GTP bind,98,99,101,98,91,90,102,94,95,103,95,93,98,101
Avidin fluor,13,10,6,10,8,10,10,7,5,22,7,10,12,26
HRas wt GTP,95,95,103,97,94,95,101,94,97,102,97,93,95,99
Mcl1-Noxa inh,3,3,24,-6,-20,4,9,18,-7,-3,21,·,0,14
Cdc42 wt,96,95,106,95,93,94,100,96,97,102,101,95,92,104
Bim-Mcl-1,-1,-3,-2,-1,-1,0,3,-3,0,-1,0,-2,-2,-4
Pf gametocyte,-4,0,-1,-10,-42,0,·,·,·,·,-59,-4,16,·

41) COC(=O)C1C(=O)C2=C(CC1C)NC(=O)CC2c1cccc(C)c1 (configuration not stated)
42) COc1ccc(/C=C(\NC(=O)c2ccccc2)C(=O)NNC(=O)CCN2CCOCC2)cc1
43) CC12CCC(C(=O)N(c3ccccn3)c3ccccn3)(OC1=O)C2(C)C (configuration not stated)
44) CC(=O)Nc1cc(Cl)ccc1OS(=O)(=O)c1ccc(C)cc1
45) Cc1cc(N(C)Cc2ccccc2)nc(-c2ccccc2)n1
46) CCn1c(COc2ccccc2C)nnc1SCC(=O)N1CCC(C)CC1
47) CCCN(CC(=O)Nc1ccc(OC)c(OC)c1)CC(=O)Nc1ccc(F)c(F)c1F
48) COc1ccc(NC(=O)Nc2ccc(Cc3ccncc3)cc2)cc1OC
49) CN1C(=O)CC(N2CCN(c3ccc(Cl)c(Cl)c3)CC2)C1=O (configuration not stated)
50) CC(=O)Nc1ccc(NC(=O)COc2ncnc3ccccc23)cc1
51) Nc1c(Cl)cc(NC(=O)c2ccccc2C(=O)O)cc1Br
52) Cc1ccc(C(=O)NC(=O)OCCn2c(C)cnc2[N+](=O)[O-])cc1
53) CC(=O)c1ccc(NC(=O)CC2Nc3cccc4cccc(c34)NC2=O)cc1 (configuration not stated)

entry no.,41,42,43,44,45,46,47,48,49,50,51,52,53
Rab2 wt GTP,99,96,100,99,97,96,96,103,100,96,97,103,93
Rac1 act GTP bind,98,96,101,97,97,95,97,99,100,98,98,100,93
Mcl1-Bid inh,-8,-12,-10,12,4,-9,-13,-37,-22,-16,-64,5,-35
Rac1 wt modul,106,99,100,104,103,96,100,97,107,99,104,107,93
Rab7 wt GTP bind,101,94,100,99,101,98,98,102,97,97,98,106,102
Avidin fluor,17,13,17,0,11,16,12,5,7,11,3,14,13
HRas wt GTP,101,94,100,99,98,98,97,101,102,97,100,103,96
Mcl1-Noxa inh,-73,2,0,27,4,-12,11,0,-2,-7,13,8,83*
Cdc42 wt,103,96,99,100,99,95,98,98,104,96,102,102,93
Bim-Mcl-1,2,-1,0,-2,-3,1,-2,0,-1,-1,-3,0,-1
Pf gametocyte,-9,17,13,-12,14,-18,32,·,-2,20,10,17,10
